Screens as filed in PubChem BioAssay.
ASK1 inh: ASK1 kinase inhibitors, primary screen, biochemical, AlphaScreen; Mitogen-activated protein kinase kinase kinase 5 (Homo sapiens), Q99683; AlphaScreen MKK6 phosphorylation by ASK1, luminescence; inhibition, % at 7.44 µM; 0.99% of 22,000 active; AID 1159602, 2016; in the data active = inhibition above about 35%;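 also: 0% = median of compound wells and 100% = no enzyme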
Target sequence (Q99683 whole entry, looked up): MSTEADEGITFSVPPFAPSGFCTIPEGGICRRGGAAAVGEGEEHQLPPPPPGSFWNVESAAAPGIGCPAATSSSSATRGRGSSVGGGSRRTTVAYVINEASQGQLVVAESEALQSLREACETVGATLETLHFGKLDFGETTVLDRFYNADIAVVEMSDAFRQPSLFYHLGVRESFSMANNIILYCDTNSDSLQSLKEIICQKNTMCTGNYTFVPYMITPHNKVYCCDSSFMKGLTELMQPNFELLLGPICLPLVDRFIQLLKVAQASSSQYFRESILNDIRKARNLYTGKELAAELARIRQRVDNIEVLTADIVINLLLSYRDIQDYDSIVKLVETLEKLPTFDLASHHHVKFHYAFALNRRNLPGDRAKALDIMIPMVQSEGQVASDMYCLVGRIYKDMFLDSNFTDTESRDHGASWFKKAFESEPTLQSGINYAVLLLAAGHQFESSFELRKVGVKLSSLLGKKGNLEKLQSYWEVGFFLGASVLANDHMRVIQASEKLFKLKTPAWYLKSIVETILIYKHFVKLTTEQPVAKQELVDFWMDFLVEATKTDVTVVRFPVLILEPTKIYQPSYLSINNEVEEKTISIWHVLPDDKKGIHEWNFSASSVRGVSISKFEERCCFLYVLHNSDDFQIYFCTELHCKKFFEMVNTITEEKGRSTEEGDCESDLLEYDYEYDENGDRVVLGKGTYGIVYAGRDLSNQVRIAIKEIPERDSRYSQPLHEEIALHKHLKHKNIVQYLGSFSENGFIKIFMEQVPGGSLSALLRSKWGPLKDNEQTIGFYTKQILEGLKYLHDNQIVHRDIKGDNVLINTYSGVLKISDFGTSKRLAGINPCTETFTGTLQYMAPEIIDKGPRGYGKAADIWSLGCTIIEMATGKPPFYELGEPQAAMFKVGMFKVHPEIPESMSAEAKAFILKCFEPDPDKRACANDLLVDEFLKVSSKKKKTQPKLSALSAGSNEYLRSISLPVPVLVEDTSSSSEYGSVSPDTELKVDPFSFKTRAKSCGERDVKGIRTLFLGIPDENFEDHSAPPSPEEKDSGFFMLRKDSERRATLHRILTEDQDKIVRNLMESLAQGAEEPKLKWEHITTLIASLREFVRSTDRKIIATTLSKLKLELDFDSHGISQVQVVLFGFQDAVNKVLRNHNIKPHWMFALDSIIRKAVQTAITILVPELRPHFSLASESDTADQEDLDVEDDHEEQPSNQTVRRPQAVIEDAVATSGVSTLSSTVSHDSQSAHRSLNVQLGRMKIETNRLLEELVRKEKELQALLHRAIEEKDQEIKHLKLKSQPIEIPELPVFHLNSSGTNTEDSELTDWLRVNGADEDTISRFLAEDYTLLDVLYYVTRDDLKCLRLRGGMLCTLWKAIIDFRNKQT
ULK1 primary: ULK1 kinase inhibitors, primary screen, biochemical, AlphaScreen. Serine/threonine-protein kinase ULK1 (Homo sapiens), O75385. AlphaScreen Atg13 phosphorylation by ULK1, luminescence. inhibition, % at 5.96 µM. 1.9% of 30,000 active; in the data active = inhibition above about 43%;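 also: 0% = median of compound wells and 100% = no enzyme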
* hit, by the source's call; . = no result given.

ASK1 inh | ULK1 primary | Structure
-8.2 | 59.9* | CCOC(=O)c1c(-c2cnn(C)c2)ccc2cnc(Nc3ccc(-n4cnc(N5CCOCC5)n4)cc3)nc12
1.1 | 3.7 | OCCNc1ccnc(N2CCc3ccccc3C2)n1
. | -2.4 | O=C1CN2Cc3c(ccc(Cl)c3Cl)N=C2N1
-4.4 | 22.8 | O=C(Nc1ccc(N2CCOCC2)cc1)c1ccnc(N2CCOCC2)c1
5.1 | 12.7 | CC(C)n1cnc2c(NCCCN3CCCC3=O)nc(-c3ccc(N4CCOCC4)nc3)nc21
-10.5 | -16.2 | COc1cc(C(=O)Nc2cccc(-n3cc(NC(=O)Cc4ccccc4)cn3)c2)cc(OC)c1OC
. | -16.6 | CCOC(=O)c1oc2ccc(NC(=O)c3ccccc3F)cc2c1C
. | -12.8 | CCn1c(C)[n+](CC)c2ccc(C#N)cc21
6.4 | -5.5 | c1ccc(CNc2nc(Nc3ccccn3)nc3c2ncn3-c2ccsc2)cc1
. | -15.6 | OCCN1CCN(c2cc(-c3ccccc3)nc(-c3ccncc3)n2)CC1
-8.1 | -0.1 | CC(C)N(CCNC(=O)c1cccc(NCCCN2CCCC2=O)n1)C(C)C
21.3 | -5.7 | COc1cccc(CN(CCN(C)C)C(=O)c2nc3ccc(-c4ccnc(N)n4)cc3s2)c1

Molecules listed so far containing a carbonyl joined to an NH by a bond outside any ring (4):
ASK1 inh | ULK1 primary | Structure
-4.4 | 22.8 | O=C(Nc1ccc(N2CCOCC2)cc1)c1ccnc(N2CCOCC2)c1
-10.5 | -16.2 | COc1cc(C(=O)Nc2cccc(-n3cc(NC(=O)Cc4ccccc4)cn3)c2)cc(OC)c1OC
. | -16.6 | CCOC(=O)c1oc2ccc(NC(=O)c3ccccc3F)cc2c1C
-8.1 | -0.1 | CC(C)N(CCNC(=O)c1cccc(NCCCN2CCCC2=O)n1)C(C)C

(list continues)
ASK1 inh | ULK1 primary | Structure
0.2 | -5.7 | O=C(Nc1ccc2[nH]ncc2c1)[C@H]1CCCN1C(=O)[C@H](O)c1ccccc1Cl
4.7 | 9.7 | Cc1cnc(-c2ccc(N3CCOCC3)nc2)nc1NC1CCN(Cc2ccccc2)CC1
12.7 | 8.7 | Cc1cnc(-c2ccccc2)nc1Nc1ccc(N2CCOCC2)cc1
16.3 | 0.5 | FC(F)(F)c1ccc(Nc2cc(Nc3ccc(N4CCOCC4)cc3)ncn2)cc1
. | 5.8 | O=S(=O)(c1ccc2c(c1)OCCCO2)N1CCCC1
0.5 | 15.5 | CC(=O)Nc1ccc(-c2cnc3ccc4ccncc4c3c2)cc1
6.2 | 4.7 | Cn1nccc1Nc1cc(NCCc2ccc(O)cc2)ncn1
10.3 | 6.0 | c1ccc(Nc2cc(N3CCC(N4CCOCC4)CC3)ncn2)cc1
18.6 | 40.2 | c1cncc(CNc2nc(Nc3ccc(N4CCOCC4)cc3)c3ncn(-c4ccsc4)c3n2)c1
-11.8 | 2.5 | O=C(NCCCN1CCCC1=O)c1cnc(Nc2ccccc2)s1
-0.9 | -4.6 | COc1cc(Nc2nc3ncnc(NCCN4CCOCC4)c3[nH]2)cc(OC)c1OC
2.2 | -15.1 | CN1CCN(C(=O)c2ccc(-c3ncc(C(=O)Nc4ccc(Oc5ccccc5)cc4)s3)cc2)CC1

Six of the entries above in order of their number in ULK1 primary, smallest number first:
ASK1 inh | ULK1 primary | Structure
2.2 | -15.1 | CN1CCN(C(=O)c2ccc(-c3ncc(C(=O)Nc4ccc(Oc5ccccc5)cc4)s3)cc2)CC1
0.2 | -5.7 | O=C(Nc1ccc2[nH]ncc2c1)[C@H]1CCCN1C(=O)[C@H](O)c1ccccc1Cl
-0.9 | -4.6 | COc1cc(Nc2nc3ncnc(NCCN4CCOCC4)c3[nH]2)cc(OC)c1OC
16.3 | 0.5 | FC(F)(F)c1ccc(Nc2cc(Nc3ccc(N4CCOCC4)cc3)ncn2)cc1
12.7 | 8.7 | Cc1cnc(-c2ccccc2)nc1Nc1ccc(N2CCOCC2)cc1
0.5 | 15.5 | CC(=O)Nc1ccc(-c2cnc3ccc4ccncc4c3c2)cc1

Further results:
ASK1 inh | ULK1 primary | Structure
-4.2 | 22.5 | CC(=O)Nc1ccc(Nc2nc(-c3c(C)nn(C)c3C)nc3c2ncn3C(C)C)cc1
-25.8 | -5.0 | CC(C)(C)OC(=O)N[C@H]1CC[C@H](C(=O)Nc2ccc3[nH]ncc3c2)C1
-13.6 | 92.4* | CCN(CC)CCNC(=O)c1ccc(Nc2cc(Nc3ccccc3C(=O)NC)c(C(F)(F)F)cn2)nc1
5.8 | 2.8 | COc1cc2nc(-c3ccc(C(=O)N4CCN(C)CC4)cc3)nc(N)c2cc1OC
. | -4.3 | Cc1cc(NC(=O)Cc2cccs2)n(-c2ncnc3c2cnn3-c2cccc(Cl)c2)n1
-7.6 | -8.6 | CCCNc1ccnc(Nc2ccccc2)n1
-3.9 | -5.8 | c1cncc(CNc2nc(NC3CC3)c3[nH]cnc3n2)c1
-4.4 | -5.9 | Cc1noc(C)c1-c1nc(NCc2cccc(C(F)(F)F)c2)c2[nH]cnc2n1
. | 0.3 | CC(=O)O[C@]1(C(C)=O)CC[C@H]2[C@@H]3C[C@H](C)C4=CC(=O)CC[C@]4(C)[C@H]3CC[C@@]21C
-0.8 | 0.3 | O=C(NC1CCN(Cc2ccccc2)CC1)c1ccc2nc(NC3CCC(O)CC3)sc2c1 (stereo unspecified)
. | -22.9 | OC1CCN(c2cc(-c3cccc(C(F)(F)F)c3)nc(-c3ccncc3)n2)CC1
47.8* | -4.5 | c1cc(Nc2ccc3c(c2)OCO3)nc(Nc2ccc(N3CCOCC3)cc2)n1

Other entries:
ASK1 inh | ULK1 primary | Structure
. | 3.5 | CC(C)(C)c1nnc(NC(=O)C23CC4CC(CC(C4)C2)C3)s1
-17.9 | -7.6 | O=C(NCc1ccccc1)c1ccnc(-c2csc3ccccc23)c1
. | -8.3 | C[C@@H]1C[C@H]2[C@@H]3C[C@H](F)C4=CC(=O)C=C[C@]4(C)[C@@]3(F)[C@@H](O)C[C@]2(C)[C@@]1(O)C(=O)CO
3.8 | -3.9 | COc1cc(NC(=O)c2csc(NC3CCN(Cc4ccccc4)CC3)n2)cc(OC)c1OC
4.8 | -6.7 | CCN(CC)c1nc(NCCN2CCOCC2)nc(N2CCC(N3CCOCC3)CC2)n1
-0.6 | -13.3 | COc1ccc(-c2cccc(C(=O)NCCN(C(C)C)C(C)C)c2)cc1
-1.0 | -11.4 | N#C/C(=C1/Nc2ccccc2S1)c1ccnc(OCc2ccc(CN3CCOCC3)cc2)n1
. | 3.3 | CNC(=O)Cn1c(CO)cnc1SCc1ccc(Cl)cc1
2.4 | -11.7 | CC(=O)c1cccc(-c2cc(C(=O)NCCc3ccc(O)cc3)ccn2)c1
. | -2.0 | COc1ccc(Cc2noc(-c3ccc(OC)c(OC)c3)n2)cc1OC
0.9 | 5.8 | COc1ccc(-c2nc(C(=O)NC3CCN(Cc4ccccc4)CC3)cs2)cc1
2.3 | 1.0 | CCNc1ncc(C(=O)Nc2ccc(NC(C)=O)cc2)s1

(continued)
ASK1 inh | ULK1 primary | Structure
. | 1.1 | Cc1cc(N2CCN(C)CC2)nc(N2CCN(C(=O)c3c(F)cccc3Cl)CC2)n1
1.9 | 6.8 | CCN(CC)C(=O)C1CCCN(c2nc(NCCN3CCOCC3)c3ncn(-c4ccccc4)c3n2)C1 (stereo unspecified)
23.1 | 34.8 | Cc1cccc(NC(=O)c2ccc(Br)o2)c1N1CCC(O)CC1
10.9 | -6.8 | CCCNC(=O)c1ccc2nc(-c3csc4ccccc34)sc2c1
-37.3 | 61.2* | OCC1CCCN1c1nc(Nc2ccc(N3CCOCC3)cc2)c2ncn(-c3ccccc3)c2n1 (stereo unspecified)
-29.8 | 0.1 | CC(=O)Nc1ccc(NC(=O)c2ccc3nc(N4CCN(Cc5ccc6c(c5)OCO6)CC4)sc3c2)cc1
. | 12.1 | O=Cc1ccccc1OCC(=O)Nc1ccc([N+](=O)[O-])cc1
. | -0.2 | C[C@H]1CN(C[C@H](Cc2ccccc2)C(=O)NCC(=O)O)CC[C@@]1(C)c1cccc(O)c1
5.6 | 0.3 | CC(=O)Nc1ccc(NC(=O)c2ccc3nc(-c4cccc(N)c4)sc3c2)cc1
-0.7 | -4.6 | COc1cc(Nc2cc(-c3ocnc3-c3cnn(C)c3)ccn2)ccc1N1CCOCC1
1.1 | 1.0 | CCCNc1nc(Nc2cccnc2)nc2c1ncn2C1CCCCC1
-11.4 | 10.8 | c1ccc(CN2CCC(Nc3ccnc(Nc4ccncn4)n3)CC2)cc1

Structural class: those above containing a tert-butyl group (2)
ASK1 inh | ULK1 primary | Structure
-25.8 | -5.0 | CC(C)(C)OC(=O)N[C@H]1CC[C@H](C(=O)Nc2ccc3[nH]ncc3c2)C1
. | 3.5 | CC(C)(C)c1nnc(NC(=O)C23CC4CC(CC(C4)C2)C3)s1

In a second layout: entries from further up
canonical_smiles	ASK1 inh	ULK1 primary
Cn1nccc1Nc1cc(NCCc2ccc(O)cc2)ncn1	6.2	4.7
c1ccc(Nc2cc(N3CCC(N4CCOCC4)CC3)ncn2)cc1	10.3	6.0
c1cncc(CNc2nc(Nc3ccc(N4CCOCC4)cc3)c3ncn(-c4ccsc4)c3n2)c1	18.6	40.2
O=C(NCCCN1CCCC1=O)c1cnc(Nc2ccccc2)s1	-11.8	2.5

Further results
ASK1 inh | ULK1 primary | Structure
10.7 | -2.4 | CC(O)c1ccc(Nc2nccc(-c3ccccc3)n2)cc1 (stereo unspecified)
2.4 | 1.6 | O=C(NCCN1CCOCC1)c1cccc(-c2ccc3[nH]ccc3c2)n1
10.7 | -1.9 | O=C(Nc1ccc(N2CCOCC2)cc1)c1cnc(-c2csc3ccccc23)s1
. | -13.3 | CCN(CC)c1ccc(C=Nc2ccc(C(C)=O)cc2)c(O)c1
-11.3 | -0.6 | c1ccc2c(Nc3nc(NCCN4CCOCC4)c4ncn(-c5ccsc5)c4n3)nccc2c1
. | -6.7 | CCCCCCCCCCC(CO)CCCCCCCC (stereo unspecified)
-18.3 | -7.6 | COc1ccc(CCNC(=O)c2csc(N3CCCC3CO)n2)cc1 (stereo unspecified)
-2.1 | -1.2 | CCCNC(=O)Cc1cn(-c2ccc(NCc3ccc4c(c3)OCO4)nn2)c2ccccc12
11.0 | -2.3 | CC(C)n1c(Nc2ccc(-n3ccnc3)cc2)nc2c(NC3CCN(Cc4ccccc4)CC3)ncnc21
17.2 | -28.1 | COc1cc(Nc2nc(-c3ccc(C(=O)N4CCN(C)CC4)cc3)nc3c2ncn3Cc2ccc(C(F)(F)F)cc2)cc(OC)c1OC
-4.9 | -2.5 | COc1ccc(-c2ccc(C(=O)NCCOc3ccccc3)s2)cn1
-8.5 | -11.8 | COc1cccc(CNC(=O)c2cc3ccc(-c4ccncc4)cc3[nH]2)c1

Other entries follow:
ASK1 inh | ULK1 primary | Structure
. | 5.1 | Cc1ccc(S(=O)(=O)NC(=O)NN2CCCCCC2)cc1
5.9 | -4.0 | CCN(CC)C(=O)C1CCCN(c2nc3c(NCc4cccnc4)ncnc3n2C(C)C)C1 (stereo unspecified)
-15.0 | -2.3 | Cc1noc(C)c1-c1nc(NCc2cccc(C(F)(F)F)c2)c2ncn(Cc3ccc(C(F)(F)F)cc3)c2n1
-18.9 | 2.1 | Nc1nc(NCCN2CCOCC2)cc(Nc2ccncn2)n1
-6.9 | -0.2 | O=C(NCCOc1ccccc1)c1csc(NCCCN2CCCC2=O)n1
-14.2 | -0.3 | O=C(NC1CCN(Cc2ccccc2)CC1)c1cnc(NC2CCN(Cc3ccccc3)CC2)s1
5.0 | -8.2 | NC(=O)c1ccccc1Nc1ccnc(Nc2ccc(N3CCOCC3)cc2F)c1
-3.3 | 1.6 | COc1cc2nc(NC3CCC(O)CC3)nc(NCc3ccccc3)c2cc1OC (stereo unspecified)
-4.8 | 4.2 | O=c1[nH]c(C2CC2)nc2cc(-c3cnn(-c4cccc(N5CCOCC5)c4)c3)ccc12
-6.3 | -5.5 | COc1cc2nc(N3CCCC3CO)nc(Nc3ccc(NC(C)=O)cc3)c2cc1OC (stereo unspecified)
14.4 | 8.8 | COc1ccc(CCNc2nc(Nc3ccc(C(F)(F)F)cc3)nc3c2ncn3C2CCCCC2)cc1
-4.8 | 0.3 | CCNc1nc(C)cc(NC2CC2)n1

(cont.)
ASK1 inh | ULK1 primary | Structure
29.1 | -1.6 | CN(C)c1cccc(Nc2cc(C(=O)NCCOc3ccccc3)ccn2)c1
. | 2.7 | C=CC(=O)NC(C(=O)OCC)C(OC(=O)CCBr)c1ccccc1 (stereo unspecified)
. | 8.3 | CC1(C)SC2C(NC(=O)C(NC(=O)N3CCN(S(C)(=O)=O)C3=O)c3ccccc3)C(=O)N2C1C(=O)O (stereo unspecified)
0.3 | 4.0 | COc1cc2nc(-c3ccccc3)nc(NCC3CCCO3)c2cc1OC (stereo unspecified)
. | 3.3 | Cn1c(SCC(=O)NCc2ccccc2)nnc1-c1ccccc1
. | -2.7 | Cc1cccc(Cn2c3c(=O)[nH]c(=O)n(C)c3n3c(-c4ccc(F)cc4)nnc23)c1
1.1 | 0.6 | COc1nc(NCCN(C(C)C)C(C)C)nc(-c2csc3ccccc23)n1
-5.4 | 11.0 | CC(C)n1cnc2c(NCCO)nc(Nc3nccc4ccccc34)nc21
